# Bioassay records: PubChem BioAssay, The Scripps Research Institute Molecular Screening Center
# MITF primary: inhibitors of human MITF. O75030. AlphaScreen MITF homodimerization, bead proximity signal. inhibition, % at 2.6 µM. 650,000 tested, 0.91% active. AID 1259374; in the data active = inhibition above about 50%;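 also: 0% = vehicle wells with protein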
# Target sequence (O75030 whole entry, looked up): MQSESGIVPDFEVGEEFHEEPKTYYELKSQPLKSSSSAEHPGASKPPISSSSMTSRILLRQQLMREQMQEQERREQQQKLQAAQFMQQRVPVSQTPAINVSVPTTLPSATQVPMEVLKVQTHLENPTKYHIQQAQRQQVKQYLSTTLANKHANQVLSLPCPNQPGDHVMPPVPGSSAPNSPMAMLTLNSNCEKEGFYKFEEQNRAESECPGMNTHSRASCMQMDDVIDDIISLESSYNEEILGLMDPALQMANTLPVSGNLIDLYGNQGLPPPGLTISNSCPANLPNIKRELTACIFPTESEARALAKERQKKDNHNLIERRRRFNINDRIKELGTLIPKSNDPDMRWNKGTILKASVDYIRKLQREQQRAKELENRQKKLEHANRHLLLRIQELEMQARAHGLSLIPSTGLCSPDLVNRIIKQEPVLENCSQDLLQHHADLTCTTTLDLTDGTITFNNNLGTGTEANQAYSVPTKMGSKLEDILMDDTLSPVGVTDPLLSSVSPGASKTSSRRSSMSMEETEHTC
# GPR151 ag: activators of human GPR151; AID 1508602; Q8TDV0; activation, % at 11.2 µM; 650,000 tested, 1% active; PathHunter beta-arrestin GPR151 cells, luminescence; in the data active = activation above about 4.9%;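 also: 0% = median of compound wells and 100% = cells with positive control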
# Target sequence (Q8TDV0 whole entry, looked up): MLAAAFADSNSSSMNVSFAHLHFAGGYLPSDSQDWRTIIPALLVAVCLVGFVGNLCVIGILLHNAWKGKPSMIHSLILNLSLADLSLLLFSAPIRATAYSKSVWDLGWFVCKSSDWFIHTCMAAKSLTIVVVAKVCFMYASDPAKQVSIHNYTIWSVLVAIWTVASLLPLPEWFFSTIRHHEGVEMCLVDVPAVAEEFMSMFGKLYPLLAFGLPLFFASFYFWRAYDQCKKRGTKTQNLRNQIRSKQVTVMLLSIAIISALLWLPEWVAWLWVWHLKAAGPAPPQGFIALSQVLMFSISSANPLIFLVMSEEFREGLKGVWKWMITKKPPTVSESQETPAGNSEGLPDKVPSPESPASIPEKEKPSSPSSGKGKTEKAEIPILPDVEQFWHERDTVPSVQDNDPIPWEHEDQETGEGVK
# FBW7 act: activators of human E3 ligase FBW7; AlphaScreen FBW7–phospho-cyclin E peptide binding, activator screen; normalized activity (activation), % at 26.1 µM; 650,000 tested, 0.13% active; AID 1259310; in the data active = normalized activity above about 1.9%;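 also: purified mutant Fbw7 with reduced substrate affinity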
# TEAD-YAP inh: TEAD-YAP interaction inhibition; HEK-TIYL cells, TEAD-Gal4/YAP UAS-luciferase luminescence; inhibition, % at 9.12 µM; 640,000 tested, 1.4% active; AID 1259422; in the data active = inhibition above about 32%;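 also: 0% = median of test compound wells and 100% = reference inhibitor wells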
# * marks the source's active call; other numbers are inactive results; · = not tested or not shown. This is a random part of the collection; any-hit rate near 3.5%.
SMILES,MITF primary,GPR151 ag,FBW7 act,TEAD-YAP inh
CC(=O)Nc1cccc(NC(=O)c2cccc(-n3cc(NC(=O)Cc4cccc(C)c4)cn3)c2)c1,5,-0.8,0.1,-8
FC(F)(F)c1nnc2n1N=C(c1ccc(Br)cc1)CS2,21,-1.3,0.4,13
NC(=O)c1ccc(NC(=O)CSc2n[nH]c(N)n2)cc1,-7,-0.9,0.0,4
N#Cc1ccc(N=c2oc3ccccc3cc2C(=O)Nc2ccccc2)cc1,10,0.1,-0.1,-36
COc1ccc2cc(C)c3nn(CC(=O)N(C(C)C)C(C)C)c(=O)n3c2c1,3,1.8,0.1,5
CCOC(=O)c1ccc2[nH]c3c(c2c1)CCCC3C(=O)OCC (stereo not given),-2,-1.4,0.0,-7
COc1ccc(N2C(=O)CSC2c2ccc(OC(F)F)cc2)c(OC)c1 (stereo not given),16,-0.8,0.3,8
COc1cccc(N2CCN(C3OC(=O)c4ccccc43)CC2)c1 (stereo not given),6,-0.3,-0.1,13
O=C(CC1S/C(=N\N=C2CCCCCCC2)NC1=O)Nc1ccccc1 (stereo not given),2,-0.2,-0.1,10
COC(=O)C1CCN(C(=O)c2cc(C(c3ccccc3)c3ccccc3)no2)CC1,-8,2.0,-0.1,-57
CCOc1ccc(CN2CCN(c3ncnc4scc(-c5ccc(Cl)cc5)c34)CC2)cc1,-10,-0.2,0.0,2
Cc1ccc(NC(=O)CCC2CC(C)(C)OC2=O)cc1 (stereo not given),12,0.3,0.0,2
CCOC(=O)c1ccc2c(c1)C1C=CCC1C(C(=O)OCC)N2 (stereo not given),-6,0.0,-0.3,-2
COCCn1c(-c2ccc(OC)c(OC)c2)nc2ccccc21,-2,-0.2,0.1,-8
COc1cc(CN2CCN(c3ccc(F)cc3)CC2)cc(OC)c1OC,24,-0.3,0.0,7
COc1ccc(CNC(=O)c2nn3c(c2Cl)NC(c2ccc(Br)cc2)CC3C(F)(F)F)cc1 (stereo not given),1,0.5,0.1,-4
COc1cc(NC(=O)c2ccc(C)cc2)c(OC)cc1Cl,11,3.8,0.1,-7
N#CC1=C(N)Oc2n[nH]c(-c3ccccc3)c2C1c1cc2c(cc1[N+](=O)[O-])OCO2 (stereo not given),6,1.4,-0.2,0
CCOC(=O)C1=C(O)/C(=C\c2cccc(OC)c2OC)N=C1C,13,0.0,0.1,-6
Cc1ccccc1C1=N/C(=C\c2ccc(OCc3ccccc3)cc2)C(=O)O1,11,-0.7,0.1,-1
COc1ccc(N2CCN(C(=O)Cc3noc4ccccc34)CC2)cc1,7,-1.0,-0.1,-4
OCCNc1nc(N2CCOCC2)nc2c1ncn2-c1ccsc1,3,0.3,-0.2,69*
CC12CCC(C(=O)Nc3cc4c(cc3[N+](=O)[O-])OCO4)(OC1=O)C2(C)C (stereo not given),0,0.8,-0.1,-6
O=C(CC1(c2ccc(Cl)cc2)C(=O)c2ccccc2C1=O)N1CCCCC1,12,-0.3,0.1,3
O=C(Nc1cnccn1)C(Sc1ccccc1)c1ccccc1 (stereo not given),6,0.4,0.8,-5
Cc1ccc(N2CCN(S(=O)(=O)c3ccc4c(c3)n(C)c(=O)c(=O)n4C)CC2C)cc1 (stereo not given),23,-1.4,0.3,-5
COC(=O)C(=O)Nc1nc2ccc(C(=O)c3ccccc3C(=O)OC(C)C)cc2[nH]1,-14,2.1,-0.1,52*
CCc1cc(C)cc(OCCOc2ccc(Br)cc2-c2nc3sc4c(c3c(=O)[nH]2)CCCC4)c1,-3,-0.7,0.0,-5
O=C(Nc1cc(Cl)cc(Cl)c1)c1cc(S(=O)(=O)N2CCCc3ccccc32)ccc1F,7,-0.7,-0.1,4
CCCCOC(=O)c1ccc(NC(=O)CCCC)cc1,1,1.0,0.1,-4

# 5 compounds picked at random from those above:
SMILES,MITF primary,GPR151 ag,FBW7 act,TEAD-YAP inh
Cc1ccc(N2CCN(S(=O)(=O)c3ccc4c(c3)n(C)c(=O)c(=O)n4C)CC2C)cc1 (stereo not given),23,-1.4,0.3,-5
CCCCOC(=O)c1ccc(NC(=O)CCCC)cc1,1,1.0,0.1,-4
CCOC(=O)c1ccc2[nH]c3c(c2c1)CCCC3C(=O)OCC (stereo not given),-2,-1.4,0.0,-7
COc1cc(CN2CCN(c3ccc(F)cc3)CC2)cc(OC)c1OC,24,-0.3,0.0,7
CC(=O)Nc1cccc(NC(=O)c2cccc(-n3cc(NC(=O)Cc4cccc(C)c4)cn3)c2)c1,5,-0.8,0.1,-8

# Other records follow:
SMILES,MITF primary,GPR151 ag,FBW7 act,TEAD-YAP inh
O=S(=O)(NCCc1ccncc1)c1ccc(S(=O)(=O)N2CCCCC2)cc1,-8,0.4,-0.2,-9
COc1ccccc1/C=C(\C#N)S(=O)(=O)c1ccc(C)cc1,9,0.5,0.1,3
O=C(COc1ccc(C(=O)c2ccccc2)cc1)Nc1nccs1,-2,-0.2,-0.1,-34
S=C1Nc2cccc3cccc(c23)N1,-9,0.8,-0.1,-10
CC(=O)NC(NC(=S)Nc1cccc2cccnc12)C(Cl)(Cl)Cl (stereo not given),10,-1.0,-0.1,5
Cc1cccc(C)c1Nc1nnc(SCC(=O)Nc2ccc(C(N)=O)cc2)s1,-3,0.0,-0.1,-2
CC(=O)CS(=O)(=O)c1cccc2c(S(=O)(=O)CC(C)=O)cccc12,1,-1.0,-0.2,3
CCCCCC1=NN(C(=O)c2ccccc2O)C(O)(C(F)(F)F)C1 (stereo not given),7,-0.9,0.1,-18
Cc1ccc(C)c(N2CCN(c3cc(N(C)CCO)c([N+](=O)[O-])c4nonc34)CC2)c1,8,0.5,-0.3,13
O=C(NCC1CCCO1)C1CCCN(C(=O)c2cnn(-c3ccccc3)c2-n2cccc2)C1 (stereo not given),10,-0.4,-0.1,3
O=C(CSC1=NCCS1)Nc1ccc(F)cc1F,-13,-1.6,-0.1,-12
CCCCCOc1ccc(C2C3=C(CC(C)(C)CC3=O)OC3=C2C(=O)CC(C)(C)C3)cc1,16,1.8,-0.1,6
CN1CCN(C2=Cc3ccccc3Oc3ccc(Cl)cc32)CC1,9,-1.8,0.0,·
COc1ccccc1CCNc1nc(CN(C)CC2COCCO2)nc2ccccc12 (stereo not given),17,1.1,0.0,9
Cc1cc(C)cc(NC(=O)Cn2nc(C)n3cccc3c2=O)c1,8,0.8,-0.1,6
CCCCC(=O)N1c2ccccc2NC2=C(C(=O)CCC2)C1c1ccc(SC)cc1 (stereo not given),-9,-0.3,-0.1,3
CCN1CCC(N(Cc2cccc(OC)c2)C(=O)NC23CC4CC(CC(C4)C2)C3)CC1,11,4.6,0.2,-4
O=C(NCc1nnc2n1CCN(C(=O)c1c(F)cccc1Cl)CC2)C1CCOC1 (stereo not given),-1,-0.6,0.0,-1
Cc1cc(C(=O)N/N=C/c2cccc(Cl)c2Cl)c(C)o1,-2,-0.6,-0.1,-52
O=C(CC1C(=O)NCCN1Cc1c(F)cccc1Cl)NCc1ccccc1 (stereo not given),6,-0.7,0.1,5
Cc1ccc(S(=O)(=O)Nc2ccc(-n3cnnn3)cc2)cc1C(=O)O,3,1.7,0.2,1
NC(=O)c1oc2ccccc2c1NC(=O)/C=C/c1cccc([N+](=O)[O-])c1,-1,0.0,-0.1,-1
O=C1OC(c2ccccc2Cl)=N/C1=C\c1cc2c(cc1Cl)OCO2,7,1.1,-0.1,5
Cc1ccc(-c2cc(C(F)(F)F)n3nc(C(=O)Nc4ccc(Cl)c(Cl)c4)cc3n2)cc1,9,3.2,-0.1,2
COc1cccc(N/C(SCc2ccc(C)cc2C)=C(/C#N)C(=O)NCc2ccccc2)c1,-5,0.4,-0.3,-1
OCCC1CN(Cc2ccnc3ccccc23)CCN1CCc1ccccc1 (stereo not given),-1,0.5,0.0,-3
COc1cccc(CN2CCNC(=O)C2CC(=O)N(C)Cc2ccccc2)c1OC (stereo not given),-4,-1.1,-0.1,7
Cc1c(C(=O)Nc2cc(C(=O)O)cc(C(=O)O)c2)cccc1[N+](=O)[O-],7,2.0,0.1,-2
NS(=O)(=O)c1ccc(NC(=O)c2cccc(F)c2)cc1,13,-0.9,0.2,11
Cc1cc2nnn(C[C@@H](C)NC(=O)C(C)C)c2cc1C,-4,0.5,-0.1,-5
CC(C)n1cnc2c(NCc3cccc(C(F)(F)F)c3)nc(-c3ccc(C(=O)NC4CC4)cc3)nc21,0,-0.3,0.1,5
Cc1cc(C)c(C(N)=O)c(Oc2ccc(Cl)cc2C)n1,-2,1.8,-0.1,-12
N/C(=N\OC(=O)CSc1ccccc1)c1cccc(Br)c1,19,0.7,0.3,-9
CCCCNC(=O)Nn1c(=O)[nH]c2ccccc2c1=O,4,-0.3,0.0,1
CN(C)S(=O)(=O)c1ccc(-c2csc(-c3ccc(Cl)cc3)n2)cc1,0,1.1,0.1,1
Cc1ccc(CN2C(=O)CN(C3CCCCCC3)C(=O)C2c2ccc(C)cc2)cc1 (stereo not given),-3,-0.9,0.0,5
Cc1cc2nc3[nH]c(=O)[nH]c(=O)c3nc2cc1C,-26,-0.1,0.0,7
CC(Oc1ccccc1)C(=O)Nc1cc(NC(=O)C(C)Oc2ccccc2)cc(C(=O)O)c1 (stereo not given),-7,0.3,0.6,-4
Cc1ccc(-c2cncc(-c3cc(N4CCOCC4)nc(C)n3)c2)cc1,-2,2.5,-0.1,4
CC(C)(C)OC(=O)N/N=C/c1c(O)n(-c2ccccc2C(F)(F)F)c(=O)c2ccccc12,5,-2.1,0.0,-15

# Copied from the entries so far (four entries):
SMILES,MITF primary,GPR151 ag,FBW7 act,TEAD-YAP inh
CC(C)n1cnc2c(NCc3cccc(C(F)(F)F)c3)nc(-c3ccc(C(=O)NC4CC4)cc3)nc21,0,-0.3,0.1,5
Cc1cc(C)c(C(N)=O)c(Oc2ccc(Cl)cc2C)n1,-2,1.8,-0.1,-12
N/C(=N\OC(=O)CSc1ccccc1)c1cccc(Br)c1,19,0.7,0.3,-9
CCCCNC(=O)Nn1c(=O)[nH]c2ccccc2c1=O,4,-0.3,0.0,1

# Continuation:
SMILES,MITF primary,GPR151 ag,FBW7 act,TEAD-YAP inh
COc1ccc(OC)c(CN2CC(C)OC(C)C2)c1 (stereo not given),50,-1.4,-0.3,-10
CCC(C)(C)n1nnnc1C(c1ccc(F)cc1)N1CCC(O)CC1 (stereo not given),0,1.5,0.0,-13
CCn1c(SCC(=O)O)nc2sc3c(c2c1=O)CC(C)(C)OC3,-5,-0.5,0.0,2
CCNC(=O)CSc1nc(-c2ccc(F)cc2)cs1,6,-4.5,0.1,-34
Cc1ccc(C2C3=C(Nc4ncnn42)c2cc(Cl)ccc2OC3c2ccc(Cl)cc2Cl)cc1 (stereo not given),20,1.0,0.1,-6
CCOc1ccc(CNC(=O)CN(C)c2nn3c(=O)cc(C)nc3s2)cc1,-5,-1.1,0.4,1
CCc1cccc(C)c1-n1nnnc1C(C)(C)N1CCOCC1,1,-0.5,-0.2,-5
COc1cc(OC)cc(-n2nc(C(=O)NCCCN(C)Cc3ccccc3)c3ccccc3c2=O)c1,-2,2.5,-0.2,0
COC(=O)C1CCN(Cc2cc(=O)oc3ccc(Cl)cc23)CC1,-17,3.6,0.0,2
O=C(CCc1nnc(-c2ccsc2)o1)N1CCCC1c1nc2ccccc2s1 (stereo not given),-1,-0.3,0.0,1
O=C(c1cccs1)N(Cc1ccco1)Cc1cc2cc3c(cc2[nH]c1=O)OCO3,7,-0.6,-0.4,3
O=C(NCCc1ccncc1)c1ccc2c(c1)CC(c1nc3ccc(-c4cn[nH]c4)cc3c(=O)[nH]1)CO2 (stereo not given),-18,-1.1,1.6,3
N#CCSc1nc2ncccc2c(=O)n1-c1ccccc1,18,-1.8,0.2,-12
CCN(CC)S(=O)(=O)c1ccc(C(=O)OC2CCCCC2CN(C)C)cc1 (stereo not given),-6,0.9,-0.1,2
Nc1ncc(-c2ccccc2)n1CC1CCCO1 (stereo not given),12,0.2,-0.9,4
CN(C)CCCN1C(=O)CSC1c1ccc(Cl)c(Cl)c1 (stereo not given),5,-0.8,0.0,4
O=C(Nc1ccc(Cl)c(Cl)c1)c1ccc2c(c1)C(=O)N(c1ccc(I)cc1)C2=O,-4,0.1,0.0,-2
N#Cc1c(NC(NC(=O)c2ccccc2)(C(F)(F)F)C(F)(F)F)sc2c1CCCCC2,-9,1.7,-0.1,-4
CCN(CC)CCCNCC(=O)Nc1cccc(F)c1,50,2.0,0.0,6
N#C/C(=C\Nc1ccc(F)c(Cl)c1)C(N)=S,3,0.0,-0.4,4
O=C(NCc1ccccn1)C1CC(c2ccccc2O)=NO1 (stereo not given),15,-0.4,-0.2,-1
Cc1ccc(OCC(=O)OCCCN(C)C)cc1,18,0.4,0.6,6
Cc1ccc(C)c(CSc2nc(=O)n3cc(C)ccc3n2)c1,-13,-0.5,0.1,2
CC(=O)c1ccc(OCc2cc(C(=O)N(C)CCOc3ccc(C)cc3)no2)cc1,4,-0.9,0.3,-53
Cc1cc(NS(=O)(=O)c2ccc(NC(=O)C(Cl)(Cl)Cl)cc2)nc(C)n1,5,0.6,0.0,3
O=C(C1CCCN1S(=O)(=O)c1cccc2nsnc12)N1CCc2ccccc21 (stereo not given),2,1.8,-0.1,-6
O=C(O)c1nsc(Cl)c1Cl,10,1.4,0.1,-4
Nc1cc(OC(=O)c2ccc(Cl)cc2)nn1S(=O)(=O)c1ccc(Br)cc1,1,0.8,0.5,5
